RPL19A-GFP yeast – RPL19A-GFP expression modulators in yeast, primary screen, cell-based, S. cerevisiae, multiplex flow cytometry, MLPCN; S. cerevisiae RPL19A-GFP strain, 3 h; active compounds read low; percent response vs DMSO, % at 10 µM; 330,000 compounds, 0.3% hits;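 active means percent response vs DMSO below 50%; inconclusive means fewer than 70 events counted for the yeast strain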;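 further: median channel GFP fluorescence of the barcoded RPL19A-GFP strain; ratio of sample median GFP to plate DMSO average so 100% = DMSO; lower means less RPL19A-GFP as with rapamycin TOR inhibition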
AHR activator – AHR activators, primary screen, cell-based, luminescence, luciferase reporter, human. Aryl hydrocarbon receptor (Homo sapiens), P35869. AHR-responsive luciferase reporter cells. activation, % at 5 µM. 320,000 compounds, 2.5% hits. AID 2796, 2010; in the data active means activation above about 47%;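 further: 0% = vehicle wells and 100% = reference agonist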
proCasp7 act – procaspase-7 activators, primary screen, counter-screen for procaspase-3 activator project, biochemical, absorbance, HTS, human | Caspase-7 (Homo sapiens), P55210 | recombinant procaspase-7, Ac-DEVD-pNA absorbance 405 nm; D23A/D198A/D206A triple mutant, cannot self-cleave; scale: DMSO 0, 5 µM enzyme 100 | activation, % at 8.5 µM | 330,000 compounds, 0.093% hits;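 active means percent activation above the screen-wide mean plus 3 SD, cut at about 25% in these data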
Target sequence (P55210 whole entry D23A/D198A/D206A): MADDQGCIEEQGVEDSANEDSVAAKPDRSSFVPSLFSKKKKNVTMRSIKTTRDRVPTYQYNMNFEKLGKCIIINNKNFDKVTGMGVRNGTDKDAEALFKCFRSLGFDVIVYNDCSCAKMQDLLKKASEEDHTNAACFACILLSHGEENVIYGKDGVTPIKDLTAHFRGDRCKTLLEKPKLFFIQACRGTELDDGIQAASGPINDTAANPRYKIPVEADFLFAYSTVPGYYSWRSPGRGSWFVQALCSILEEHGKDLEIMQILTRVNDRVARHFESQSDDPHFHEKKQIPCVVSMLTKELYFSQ
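Assay system – Uncleavable procaspase-7 mutant enzyme · Quantity – 2 µM procaspase-7 mutant as dispensed · Times – 1 h preincubation, 2 h reaction · Dosing – single nominal 8.5 µM compound dose, 0.8% DMSO final · Buffer or medium – Zinc-free 50 mM HEPES buffer, pH 7.4, with NaCl and Triton X-100 · Detection – Epi-absorbance of released pNA at 405 nm, two timepoints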
LAP4 TOR yeast – modulators of LAP4-GFP expression in yeast, primary screen, S. cerevisiae, multiplex flow cytometry, MLPCN library. 3 h; median GFP as percent of DMSO wells. GFP response vs DMSO, % at 10 µM. 320,000 compounds, 0.34% hits. AID 2023, 2009;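 active means GFP response vs DMSO above a set limit, about the screen mean plus 3 SD, cut at about 150% in these data; inconclusive means under 70 cell events counted for the yeast strain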
JMJD2C inh – inhibitors of GASC-1 histone demethylase, primary screen, biochemical, fluorescence, DELFIA europium; 330,000 compounds, 0.069% hits; GST-JMJD2C(1-420) H3K9me3 demethylation; AID 2099, 2009; inhibition, % at 2.35 µM; Lysine-specific demethylase 4C (Homo sapiens), Q9H3R0;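 active means more than half of a compound's replicate wells show inhibition beyond 50%, single wells judged on their own value; inconclusive means some, but no more than half, of replicates pass 50% inhibition; inactive means no replicate passes 50% inhibition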;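 further: signal counts dimethyl H3K9 product captured on neutravidin plate; 0% = median of DMSO wells and 100% = 0.3 times that DMSO median; strong numbers were not always called active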
Target sequence (Q9H3R0 1-420 limits assumed): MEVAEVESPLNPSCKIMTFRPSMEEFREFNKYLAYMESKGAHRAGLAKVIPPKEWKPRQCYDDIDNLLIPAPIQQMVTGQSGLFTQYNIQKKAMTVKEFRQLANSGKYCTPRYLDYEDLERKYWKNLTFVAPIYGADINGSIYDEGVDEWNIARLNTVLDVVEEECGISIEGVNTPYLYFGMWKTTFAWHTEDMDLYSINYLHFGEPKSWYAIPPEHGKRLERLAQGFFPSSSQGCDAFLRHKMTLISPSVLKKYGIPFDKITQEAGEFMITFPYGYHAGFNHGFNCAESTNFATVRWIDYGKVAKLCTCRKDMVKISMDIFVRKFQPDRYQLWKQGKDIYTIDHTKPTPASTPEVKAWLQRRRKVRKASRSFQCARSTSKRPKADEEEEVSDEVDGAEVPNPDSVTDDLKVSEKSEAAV
Yeast superoxide – reduction of superoxide in aged yeast, primary screen, HTS; superoxide response (% of plate mean), % at 10 µM; 330,000 compounds, 0.18% hits; S. cerevisiae aged cells, superoxide DHE fluorescence; active compounds read low;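 active means superoxide response under a set limit, about three screen SD below normal, cut at about 65% in these data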;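 further: yeast aged for seven days with compound at 30 °C before DHE staining; 100% = average MFI of all compound-treated wells on the plate with controls excluded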
MEP2 TOR yeast – modulators of MEP2-GFP levels in yeast, primary screen, S. cerevisiae, multiplex flow cytometry, MLPCN library | S. cerevisiae MEP2-GFP strain, 3 h; 100% = DMSO control level | GFP response vs DMSO, % at 10 µM | 330,000 compounds, 0.51% hits;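 active means GFP response versus DMSO above a set limit, roughly screen mean plus 3 SD, cut at about 180% in these data; inconclusive means fewer than 70 cells counted for a yeast strain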;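 further: median GFP fluorescence of the barcode-gated MEP2-GFP cells per well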
proCasp3 act – activators of human procaspase-3 D3A mutant, primary screen, biochemical, absorbance, PC-3 D3A mutant, single concentration. 330,000 compounds, 0.11% hits. recombinant procaspase-3 D3A, Ac-DEVD-pNA absorbance 405 nm. activation, % at 8.5 µM. Caspase-3 (Homo sapiens), P42574. AID 463141, 2010;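 active means activation above the mean of all tested compounds plus 3 SD, cut at about 21% in these data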;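 further: 0% = DMSO alone and 100% = DMSO wells spiked with extra 5 µM PC-3 D3A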
Target sequence (P42574 whole entry D9A/D28A/D175A): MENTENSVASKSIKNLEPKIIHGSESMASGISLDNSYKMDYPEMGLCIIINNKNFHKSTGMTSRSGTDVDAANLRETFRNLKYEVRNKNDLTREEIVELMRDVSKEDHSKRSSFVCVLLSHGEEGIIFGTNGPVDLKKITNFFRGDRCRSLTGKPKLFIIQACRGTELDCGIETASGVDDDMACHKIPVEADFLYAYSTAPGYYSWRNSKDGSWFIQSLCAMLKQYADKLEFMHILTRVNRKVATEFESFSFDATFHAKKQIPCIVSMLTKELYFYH
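Technique: 405 nm absorbance of p-nitroaniline, reads at 0 and 120 min; Test system: Procaspase-3 D3A mutant; Incubation: 1 h enzyme-compound preincubation, then 2 h substrate reaction, 25 °C; Repeats: singlicate, each compound tested once; Benchmarks: low control DMSO wells, high control DMSO plus 5 µM PC-3 D3A.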
The depositor's hits bear a star; ? = inconclusive; . = no result given; [ ] = remark or other dose.

No. | compound | RPL19A-GFP yeast | AHR activator | proCasp7 act | LAP4 TOR yeast | JMJD2C inh | Yeast superoxide | MEP2 TOR yeast | proCasp3 act
1 | COc1cccc(-c2nc3ccccc3c(=O)n2NC(=O)c2cccnc2Cl)c1 | 108 | -3 | -19 | 100 | -9 | 89 | 107 | 5
2 | O=C1CC(C(=O)O)S/C(=N\N=C\c2ccc(Br)cc2)N1 (centres undefined) | 101 | 1 | -11 | 108 | -2 | 100 | 101 | 1
3 | O=C(Nc1ccccc1Cl)c1ccc2nsnc2c1 | 101 | 3 | 6 | 94 | 8 | 80 | 105 | 1
4 | CC(Oc1ccccc1F)C(=O)NNC(=O)c1cc2ccccc2o1 (centres undefined) | 106 | 5 | -3 | 107 | 25 | 92 | 102 | -2
5 | O=C(N/N=C/c1cn(-c2ccccc2)nc1-c1cccnc1)c1ccccc1 | 96 | 20 | -1 | 106 | -1 | 94 | 98 | -2
6 | C[C@H](NC(=O)c1ccccc1)C(=O)Nc1nc(-c2ccccn2)cs1 | 107 | 10 | -5 | 97 | -3 | 94 | 102 | -9
7 | CC(C)c1ccc(NC(=O)CN2CCN(C(=O)C3CCCO3)CC2)cc1 (centres undefined) | 102 | 7 | -3 | 98 | -3 | 103 | 103 | 1
8 | COc1ccc(-c2nnc(SCc3ccccc3F)o2)cc1 | 93 | 10 | -10 | 102 | -11 | 93 | 94 | 0
9 | CCCC(=O)NC(c1ccc(OC)c(OC)c1)c1c(O)ccc2ccccc12 (centres undefined) | 100 | 1 | -33 | 95 | 6 | 104 | 98 | 12
10 | O=C(COC(=O)c1ccc(Cl)c(Cl)c1)Nc1cccnc1Cl | 103 | 4 | 6 | 106 | -9 | 93 | 102 | 3
11 | Cc1ccc(S(=O)(=O)/N=S(/C)c2ccccc2)cc1 (centres undefined) | 99 | -1 | -5 | 93 | 2 | 94 | 103 | 3
12 | Cc1cc(C)c2nc(N3CCCC(C(=O)N4CCC(C(N)=O)CC4)C3)sc2c1 (centres undefined) | 93 | 4 | -3 | 95 | -5 | 80 | 95 | 10
13 | CN(CC(=O)Nc1ccc(OC(F)(F)F)cc1)C(=O)c1ccc(N2CCCC2=O)cc1 | 92 | -4 | 6 | 93 | 3 | 104 | 94 | -3
14 | Cc1cccc(NC(=S)N2CCN(c3ccc(F)cc3)CC2)c1 | 107 | -7 | 5 | 92 | 7 | 96 | 111 | 1
15 | Cc1ccc(NC(=O)c2sccc2C)cc1S(=O)(=O)N(C)C | 115 | 5 | -1 | 98 | 0 | 96 | 110 | 7
16 | COc1ccc(CCNC(=O)CSc2nnc(NC(C)=O)s2)cc1OC | 105 | -2 | 7 | 102 | -35 | 87 | 95 | 0
17 | S=c1[nH]c(-c2ccccc2)cn1/N=C/c1ccccc1Br | 92 | 62* | -9 | 119 | -12 | 93 | 98 | -3
18 | O=C(/C=C/c1ccccc1Cl)N(Cc1ccccc1)C1CCS(=O)(=O)C1 (centres undefined) | 98 | -1 | 8 | 98 | -13 | 108 | 103 | -2
19 | O=C(COC(=O)c1ccc(F)cc1F)Nc1ncccn1 | 102 | 3 | 2 | 96 | 38 | 104 | 107 | 5
20 | C1CCc2c(nnc3c2-c2nonc2CC3)C1 | 99 | -5 | 5 | 99 | -5 | 123 | 103 | 7
21 | Cc1ccc(CNC(=O)Cc2ccc(Br)cc2)cc1 | 103 | 0 | -4 | 104 | 3 | 81 | 115 | -5
22 | Cc1nn2c(N3CCN(C4CCCC4)CC3)cc(C(C)(C)C)nc2c1-c1ccccc1 | 98 | -1 | 11 | 97 | -1 | 102 | 98 | -7
23 | CNC(=O)c1csc(-c2ccc(C)cc2)n1 | 103 | -5 | 4 | 95 | 3 | 78 | 109 | -8
24 | CCOc1ccc(N(CC)C(=O)Cc2c(C(=O)O)n(C)c3ccccc23)cc1 | 95 | 2 | 4 | 79 | -5 | 97 | 84 | 13
25 | C[C@H](CO)N1C[C@H](C)[C@@H](CN(C)C(=O)Nc2ccccc2)Oc2c(NS(=O)(=O)c3ccc(F)cc3)cccc2C1=O | 98 | 1 | 3 | 97 | -2 | 115 | 96 | 1
26 | O=C1NC(c2ccc(Cl)cc2)Oc2ccccc21 (centres undefined) | 98 | -7 | 3 | 96 | 12 | 102 | 102 | 12
27 | O=C(CSc1nc2nc3c(cc2c(=O)n1-c1ccccc1)CCCC3)Nc1ccccc1 | 107 | 9 | -6 | 97 | 29 | 100 | 113 | 2
28 | O=C(O)C1CCC(=O)N(C2CCCCC2)C1c1ccccc1Cl (centres undefined) | 98 | 5 | 0 | 102 | 8 | 97 | 95 | -3
29 | CCN(c1ccccc1)S(=O)(=O)c1ccc(Cl)c(NC(=O)CN2C(=O)NC3(CCCC3)C2=O)c1 | 101 | 1 | -4 | 88 | -3 | 110 | 97 | -2
30 | COc1ccc(-c2nn(C)c(=O)c3ccccc23)cc1NC(=O)Cn1nc(-c2ccccc2)c2ccccc2c1=O | 97 | 13 | 6 | 99 | -2 | 115 | 97 | -5
31 | CCC(C)c1ccc(S(=O)(=O)N2CCN(S(=O)(=O)c3ccc(NC(C)=O)cc3)CC2)cc1 (centres undefined) | 100 | -1 | 7 | 95 | -5 | 95 | 105 | 0
32 | COc1ccc(CCNC(=O)COc2ccccc2[N+](=O)[O-])cc1OC | 91 | 11 | -2 | 97 | 9 | 108 | 92 | -50
33 | OCCN1CCN(CC#CCC(c2ccccc2)c2ccccc2)CC1 | 94 | -1 | 4 | 97 | 42 | 106 | 82 | 9
34 | CN(C(=O)COC(=O)C1CCN(S(=O)(=O)c2c(Cl)cccc2Cl)CC1)C1CCS(=O)(=O)C1 (centres undefined) | 99 | 0 | 5 | 103 | 15 | 105 | 106 | 10
35 | COC(=O)c1cc(OC)c(OC)cc1NC(=O)C(C)Sc1ccc(C)cc1 (centres undefined) | 92 | 17 | -6 | 98 | 2 | 107 | 92 | 6
36 | COc1cc(/C=N/N2C(=O)CSC2=S)ccc1O | 102 | 15 | -14 | . | -4 | 93 | 103 | -16
37 | O=c1cc(CN2CCC3(CC2)OCCO3)c2c(ccc3ccccc32)o1 | 101 | 10 | 7 | 102 | 2 | 102 | 107 | -5
38 | O=C(O)Cn1c(-c2cscn2)nc2ccccc21 | 105 | 0 | -5 | 98 | 1 | 89 | 100 | 14
39 | CCC(=O)c1ccc(SC(=O)N(C)C)cc1O | 108 | 1 | -4 | 112 | 0 | 98 | 111 | 6
40 | Cn1c(=O)n(C)c2cc(S(=O)(=O)NCc3ccccc3)ccc21 | 110 | -1 | -2 | 110 | 1 | 97 | 105 | 1
41 | COc1ccccc1OCCC(=O)OCC(=O)Nc1ccc(Br)cc1F | 99 | 0 | 5 | 107 | -4 | 101 | 106 | -3
42 | Cc1nc(C(=O)N(C)C)nn1-c1ccc(Cl)cc1Cl | 108 | 0 | 7 | 98 | 3 | 109 | 118 | -7
43 | Cc1ccc(S(=O)(=O)N(Cc2cc3ccccc3[nH]c2=O)CC2CCCO2)cc1 (centres undefined) | 58[may fluoresce violet] | -2 | -6 | 92[may fluoresce violet] | 2 | 97 | 195*[may fluoresce violet] | 12
44 | COc1ccccc1/C=C/c1nc(C#N)c(N(C)C)o1 | 89 | 40 | -1 | 91 | -23 | 96 | 98 | 7
45 | CCOc1cc(/C=N/Nc2ccc(C(=O)O)cc2)ccc1OC(=O)c1ccccc1C | 97 | 4 | 0 | 109 | -14 | 105 | 100 | -11
46 | Cc1cc(C(=O)COc2cccnc2[N+](=O)[O-])c(C)n1Cc1cccs1 | 90 | 1 | -43 | 81 | -10 | 89 | ? | -31
47 | Cc1cccc(NC(=O)CCN2CCC(C)CC2)c1 | 109 | 2 | 10 | 86 | -10 | 117 | 109 | 4
48 | COc1ccc(C(=O)COC(=O)c2cnc(C)cn2)cc1OC | 97 | 0 | 1 | 105 | . | 95 | 97 | -2
49 | COCCOC(=O)C1=C(C)Nc2nc(C)nn2C1c1ccc(F)cc1 (centres undefined) | 96 | -1 | 5 | 105 | 6 | 102 | 100 | 3
50 | Cc1ccc(Nc2cnn(C34CC5CC(CC(CC(=O)O)(C5)C3)C4)c(=O)c2Cl)c(Cl)c1 | 105 | 6 | -5 | 108 | -2 | 92 | 104 | 7
51 | C=CCN1C=C2C(=O)C(C)(OC(=O)C3CCCC3)C(=O)C=C2C=C1c1ccsc1 (centres undefined) | 100 | 7 | -19 | 93 | -5 | 108 | 103 | -18
52 | O=C(CSc1nnnn1C1CC1)N1CCN(c2ccc(O)cc2)CC1 | 99 | 0 | -27 | 99 | 0 | 97 | 100 | 2
53 | Cc1ccc(S(=O)(=O)N(C)C)cc1NC(=O)CSc1ncc(C(F)(F)F)cc1Cl | 99 | 1 | -6 | 97 | 4 | 78 | 105 | -3
54 | O=[N+]([O-])c1ccc(Cl)c(-c2ccc(/C=N/c3c(-c4ccco4)nc4ccccn34)o2)c1 | 100 | 1 | -10 | 103 | -5 | 89 | 106 | -3
55 | Cc1cc(-c2ccc(C)c(S(=O)(=O)NCC3CCN(Cc4cccc(F)c4)CC3)c2)on1 | 96 | 0 | 9 | 97 | -12 | 105 | 98 | -7
56 | COc1ccc(NC(=O)C2CCN(S(=O)(=O)c3ccc4c(c3)NC(=O)C(C)S4)CC2)cc1 (centres undefined) | 103 | 0 | 5 | 96 | -16 | 85 | 107 | 8
57 | Cc1cc(C)n(C(=O)C2CCCN2S(=O)(=O)c2ccc(Cl)cc2)n1 (centres undefined) | 106 | 0 | -7 | 92 | 1 | 102 | 103 | 2
58 | CC(C(=O)NCCCN1CCOCC1)n1cccc1C(=O)c1ccccc1 (centres undefined) | 96 | 0 | 5 | 93 | 6 | 96 | 99 | 3
59 | COc1cccc(OC)c1C(=O)NC(C)CCc1ccccc1 (centres undefined) | 109 | 0 | 4 | 102 | -1 | 84 | 113 | 0

Profiles, quoted from the list. Screens in order: RPL19A-GFP yeast, AHR activator, proCasp7 act, LAP4 TOR yeast, JMJD2C inh, Yeast superoxide, MEP2 TOR yeast, proCasp3 act
COc1cccc(OC)c1C(=O)NC(C)CCc1ccccc1 (centres undefined) is entered as 109, 0, 4, 102, -1, 84, 113, 0
O=[N+]([O-])c1ccc(Cl)c(-c2ccc(/C=N/c3c(-c4ccco4)nc4ccccn34)o2)c1 is entered as 100, 1, -10, 103, -5, 89, 106, -3
COc1ccc(NC(=O)C2CCN(S(=O)(=O)c3ccc4c(c3)NC(=O)C(C)S4)CC2)cc1 (centres undefined) is entered as 103, 0, 5, 96, -16, 85, 107, 8

Compound activity deposited in PubChem BioAssay by several laboratories.
